PP1 counter = blocks human PP1-alpha phosphatase, a PP5 counter-screen. inhibition, % at 6.7 µM. purified PP1alpha, OMFP fluorescence. 320,000 tested, 0.9% active;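 active = inhibition above the mean inhibition of all tested compounds plus 3 SD, computed separately for each screening campaign, cut at about 15% in these data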
Target sequence (P62136 whole entry, looked up): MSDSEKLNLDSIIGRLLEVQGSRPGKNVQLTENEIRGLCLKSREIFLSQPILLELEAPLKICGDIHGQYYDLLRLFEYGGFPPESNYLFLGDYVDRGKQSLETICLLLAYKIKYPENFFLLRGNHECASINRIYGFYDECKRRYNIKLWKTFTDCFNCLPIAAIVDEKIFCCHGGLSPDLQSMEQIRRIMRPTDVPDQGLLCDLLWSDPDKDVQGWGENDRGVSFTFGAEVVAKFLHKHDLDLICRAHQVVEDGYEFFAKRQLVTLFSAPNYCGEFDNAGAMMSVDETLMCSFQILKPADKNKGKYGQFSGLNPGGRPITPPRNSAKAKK
Fh CTSL1 inh = counter-screen for PFM18AAP inhibitors: inhibitors of F. hepatica cathepsin L1; recombinant F. hepatica cathepsin L1, Z-Leu-Arg-MCA fluorescence; inhibition, % at 5.96 µM; 300,000 tested, 0.49% active;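 active = inhibition above the mean of all tested compounds plus 3 SD, set per screening campaign, cut at about 17% in these data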;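 also: 0% = plate median of test compound wells and 100% = 1 µM Z-Phe-Ala-diazomethylketone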
TPT1 inhibitor = inhibitors of Candida albicans tRNA 2'-phosphotransferase TPT1; recombinant caTPT1, FP RNA substrate dephosphorylation; inhibition, % at 5 µM; 300,000 tested, 0.81% active; AID 1962;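 active = inhibition above the mean of all tested compounds plus 3 SD, set per screening campaign, cut at about 24% in these data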;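 also: plate controls were DMSO alone for no effect and ferristatin control at 100 nM for full effect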
PREPL inhibitor = inhibitors of human prolyl oligopeptidase-like enzyme PREPL; AID 2751; recombinant PREPL, fluorescence polarization activity-based probe; 320,000 tested, 0.68% active; inhibition, % at 5.96 µM; in the data active = inhibition above about 43%;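 also: 0% = enzyme with DMSO and 100% = wells lacking enzyme; many of its hits are not listed in these tables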
Efflux pump inh = blocks antifungal efflux pumps in multiplex yeast assay; S. cerevisiae Candida pump triplex, Nile Red efflux; inhibition, % at 10 µM; 330,000 tested, 0.44% active; AID 485275;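 active = plate passing quality check with inhibition over a set limit, or well fluorescence over plate mean plus 4 SD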;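 also: Nile Red retained in pooled yeast measured as flow cytometry median fluorescence; 0% = buffer negative control and 100% = Enniatin B positive control; higher means more Nile Red kept so more efflux inhibition; some compounds called inactive have numbers as strong as hits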
PP5 inh = PP5 (human) phosphatase inhibition; inhibition, % at 6.7 µM; P53041; AID 1987; purified PP5c, OMFP substrate fluorescence; 320,000 tested, 0.18% active;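 active = inhibition above the campaign's mean inhibition across all tested compounds plus 3 SD, cut at about 9.5% in these data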;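 also: 0% = DMSO only and 100% = 100 µM cantharidin control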
GASC-1 inh = blocks human GASC-1 demethylase activity | Q9H3R0 | GST-JMJD2C(1-420) H3K9me3 demethylation, DELFIA europium | inhibition, % at 2.35 µM | 330,000 tested, 0.069% active;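 active = more than half of a compound's replicate wells show inhibition beyond 50%, single wells judged on their own value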;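 also: signal counts dimethyl H3K9 product captured on neutravidin plate; 0% = median of DMSO wells and 100% = 0.3 times that DMSO median; strong numbers were not always called active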
Target sequence (Q9H3R0 1-420 limits assumed): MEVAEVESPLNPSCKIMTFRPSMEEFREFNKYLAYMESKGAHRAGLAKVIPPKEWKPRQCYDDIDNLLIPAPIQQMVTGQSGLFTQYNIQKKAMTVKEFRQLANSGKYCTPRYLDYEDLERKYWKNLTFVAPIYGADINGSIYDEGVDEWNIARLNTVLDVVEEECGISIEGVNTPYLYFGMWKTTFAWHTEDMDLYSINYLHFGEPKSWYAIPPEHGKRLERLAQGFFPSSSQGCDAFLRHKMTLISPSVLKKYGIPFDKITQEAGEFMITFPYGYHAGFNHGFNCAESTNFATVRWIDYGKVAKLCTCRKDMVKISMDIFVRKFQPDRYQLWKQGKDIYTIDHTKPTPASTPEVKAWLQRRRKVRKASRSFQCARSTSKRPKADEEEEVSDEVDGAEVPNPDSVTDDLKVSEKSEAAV
LYPLA2 counter = LYPLA2 (human) inhibition in PME1 counter-screen; O95372; recombinant LYPLA2, FP-Rh probe fluorescence polarization; inhibition, % at 5.9 µM; 320,000 tested, 0.38% active; AID 2177;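 active = inhibition above the screen-wide mean plus 3 SD, limit set per campaign, cut at about 26% in these data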;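 also: 0% = LYPLA2 with DMSO and 100% = wells lacking LYPLA2 enzyme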
Target sequence (O95372 whole entry, looked up): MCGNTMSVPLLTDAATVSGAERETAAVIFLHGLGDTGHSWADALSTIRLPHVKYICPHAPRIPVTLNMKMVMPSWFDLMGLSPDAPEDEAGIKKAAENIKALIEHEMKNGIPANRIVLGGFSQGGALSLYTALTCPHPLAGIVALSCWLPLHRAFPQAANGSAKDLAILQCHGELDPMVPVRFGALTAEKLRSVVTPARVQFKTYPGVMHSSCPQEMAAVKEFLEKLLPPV
core dimer inh = blocks dimerization of HCV core protein. TR-FRET GST/Flag-core106 dimerization, 1536-well. inhibition, % at 5 µM. 300,000 tested, 0.33% active. AID 1899;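 active = inhibition above the mean of all tested compounds plus 3 SD, set per screening campaign, cut at about 45% in these data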
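System: GST/Flag-tagged HCV core106 proteins. Incubation: compound-protein-antibody incubation 4 h at 22.5 °C. Technique: HTRF with 340 nm excitation, 617/671 nm emission. Medium: KF-containing HEPES buffer, pH 7.45, DTT, CHAPS, BSA. Read-out: inhibition (%) from 671 over 617 nm ratio. Also added: Eu(K)-anti-GST 90 ng/mL plus XL665-anti-Flag 1 µg/mL.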
* hit, by the source's call. These rows are one share of the data, so the mix of outcomes need not match the whole.

Screening Cc1ccc(Cl)cc1N1CCN(CC(=O)Nc2ccc3[nH]c(=O)[nH]c3c2)CC1 returned PP1 counter -2.4, Fh CTSL1 inh 1.7, TPT1 inhibitor -0.6, PREPL inhibitor 8.5, Efflux pump inh 0.0, PP5 inh 2.3, GASC-1 inh -4.3, LYPLA2 counter -6.9 and core dimer inh 4.3.
For COc1ccc([N+](=O)[O-])cc1N(CC(=O)NCCC1=CCCCC1)S(C)(=O)=O the results were PP1 counter -3.0, Fh CTSL1 inh 0.1, TPT1 inhibitor 0.7, PREPL inhibitor -5.7, Efflux pump inh 0.2, PP5 inh 0.0, GASC-1 inh 7.9, LYPLA2 counter 1.2 and core dimer inh -1.8.
Cc1c(C=O)c2ccccc2n1CC(=O)NCc1ccc2c(c1)OCO2 was read as PP1 counter 2.1, Fh CTSL1 inh 0.0, TPT1 inhibitor 1.5, PREPL inhibitor -13.9, Efflux pump inh -0.1, PP5 inh 4.0, GASC-1 inh 5.9, LYPLA2 counter 0.8 and core dimer inh -7.5.
Screening CC(C)CC(=O)Nc1cc(C(F)(F)F)ccc1N1CCOCC1 returned PP1 counter -1.5, Fh CTSL1 inh 0.1, TPT1 inhibitor -0.7, PREPL inhibitor 0.7, Efflux pump inh 0.1, PP5 inh 1.9, GASC-1 inh -16.0, LYPLA2 counter 2.0 and core dimer inh -10.8.
`CC(=O)NC1C(=O)N=C(SCC(=O)Nc2sc3c(c2C#N)CCCCCC3)NC1=O` (stereo not given) gave PP1 counter 5.9, Fh CTSL1 inh -4.0, TPT1 inhibitor 2.6, PREPL inhibitor 11.1, Efflux pump inh 0.1, PP5 inh -1.6, GASC-1 inh -10.6, LYPLA2 counter -1.6 and core dimer inh 1.1.
Screening Cc1ccc(C(CNC(=O)Nc2ccc(Cl)cc2)N2CCN(C)CC2)cc1 (stereo not given) returned PP1 counter -2.2, Fh CTSL1 inh -4.7, TPT1 inhibitor -1.7, PREPL inhibitor -0.7, Efflux pump inh -0.1, PP5 inh 3.5, GASC-1 inh -9.0, LYPLA2 counter -9.1 and core dimer inh 4.0.
`COCc1ccc(C(=O)N(C)CC2CCCN(CCc3ccccc3F)C2)o1` (stereo not given) gave PP1 counter -3.1, Fh CTSL1 inh -5.7, TPT1 inhibitor -2.3, PREPL inhibitor -2.4, Efflux pump inh 0.0, PP5 inh -0.2, GASC-1 inh 10.3, LYPLA2 counter 14.3 and core dimer inh -10.6.
`Cc1cc2c(o1)CC(C)(C)CC2=O` gave PP1 counter -1.2, Fh CTSL1 inh 4.6, TPT1 inhibitor -0.5, PREPL inhibitor 0.6, Efflux pump inh -0.1, PP5 inh 1.0, GASC-1 inh 2.8, LYPLA2 counter 0.7 and core dimer inh -0.2.
COc1ccc(N2CCN(C(c3cc(OC)ccc3OC)c3nnnn3Cc3ccco3)CC2)cc1 (stereo not given) was read as PP1 counter 1.2, Fh CTSL1 inh 4.5, TPT1 inhibitor 1.5, PREPL inhibitor 3.6, Efflux pump inh 0.1, PP5 inh 1.2, GASC-1 inh 0.6, LYPLA2 counter 2.6 and core dimer inh 5.4.
For CCN(CC(=O)NCCc1ccccc1)S(=O)(=O)c1ccc(C)cc1 the results were PP1 counter -3.8, Fh CTSL1 inh -2.4, TPT1 inhibitor 0.2, PREPL inhibitor -15.0, Efflux pump inh 0.0, PP5 inh 1.6, GASC-1 inh 0.0, LYPLA2 counter -1.3 and core dimer inh -0.3.
`CCOC(=O)C1(Cc2cccc(OC)c2)CCN(Cc2cccc(OC)c2OC)CC1` gave PP1 counter -0.7, Fh CTSL1 inh 0.4, TPT1 inhibitor 3.2, PREPL inhibitor -1.9, Efflux pump inh 0.0, PP5 inh -0.9, GASC-1 inh inactive, LYPLA2 counter 1.2 and core dimer inh -1.7.
Screening CN(C(=O)c1cc2ccccc2oc1=O)C1(C)CCS(=O)(=O)C1 (stereo not given) returned PP1 counter -0.7, Fh CTSL1 inh -2.4, TPT1 inhibitor -1.1, PREPL inhibitor 8.2, Efflux pump inh -0.2, PP5 inh 0.9, GASC-1 inh -12.2, LYPLA2 counter -19.9 and core dimer inh -10.6.
Screening COc1ccc(N=c2oc3c(OC)cccc3cc2C(=O)NCc2ccco2)c(OC)c1 returned PP1 counter -0.3, Fh CTSL1 inh 3.1, TPT1 inhibitor -8.2, PREPL inhibitor 16.2, Efflux pump inh 0.2, PP5 inh -0.1, GASC-1 inh 3.9, LYPLA2 counter 3.1 and core dimer inh 3.1.
Screening COC(=O)c1ccc(/C(O)=C(\C#N)c2nc3ccccc3s2)cc1 returned PP1 counter -3.4, Fh CTSL1 inh 0.6, TPT1 inhibitor 2.6, PREPL inhibitor 2.2, Efflux pump inh 0.0, PP5 inh 0.2, GASC-1 inh 10.5, LYPLA2 counter -3.7 and core dimer inh -4.7.
COc1ccc(-c2nnn(CC(=O)NCCc3ccc(OC)c(OC)c3)n2)cc1 was read as PP1 counter 4.9, Fh CTSL1 inh 0.3, TPT1 inhibitor -0.9, PREPL inhibitor 1.4, Efflux pump inh 0.0, PP5 inh 1.4, GASC-1 inh -25.9, LYPLA2 counter 5.5 and core dimer inh -0.6.
Screening Cc1cccc(N2C(=O)CS/C2=N\NC(=O)c2cccnc2)c1C returned PP1 counter 0.4, Fh CTSL1 inh 2.3, TPT1 inhibitor -3.2, PREPL inhibitor 0.9, Efflux pump inh 0.0, PP5 inh -0.1, GASC-1 inh -2.4, LYPLA2 counter -0.2 and core dimer inh 1.6.
For CN(C)S(=O)(=O)c1cccc(NC(=S)N/N=C/c2ccco2)c1 the results were PP1 counter 2.7, Fh CTSL1 inh 5.0, TPT1 inhibitor -0.7, PREPL inhibitor -6.2, Efflux pump inh -0.1, PP5 inh -0.8, GASC-1 inh 1.3, LYPLA2 counter 1.8 and core dimer inh 1.2.
For CCOC(=O)N1CCC(NC(=O)Cc2ccccc2)CC1 the results were PP1 counter -0.5, Fh CTSL1 inh 1.0, TPT1 inhibitor -0.4, PREPL inhibitor 4.4, Efflux pump inh 0.1, PP5 inh 0.3, GASC-1 inh 2.1, LYPLA2 counter 0.9 and core dimer inh -0.1.
`CC(C(=O)NCCSCc1cccc(Cl)c1)N(c1ccccc1)S(C)(=O)=O` (stereo not given) gave PP1 counter 3.6, Fh CTSL1 inh 2.5, TPT1 inhibitor -2.3, PREPL inhibitor 19.8, Efflux pump inh -0.2, PP5 inh 5.4, GASC-1 inh -15.9, LYPLA2 counter 3.1 and core dimer inh -9.3.
For C=CCNC(=O)NC(=O)COC(=O)c1cccnc1SC the results were PP1 counter -1.2, Fh CTSL1 inh 0.8, TPT1 inhibitor -3.2, PREPL inhibitor 15.3, Efflux pump inh 0.0, PP5 inh -0.1, GASC-1 inh 5.0, LYPLA2 counter 1.9 and core dimer inh -2.1.
`CCOC(=O)c1sc(-c2cccs2)nc1C` gave PP1 counter 3.0, Fh CTSL1 inh 0.8, TPT1 inhibitor 0.3, PREPL inhibitor -11.4, Efflux pump inh -0.1, PP5 inh -0.7, GASC-1 inh 10.9, LYPLA2 counter -2.4 and core dimer inh 0.9.
Cc1ccc(C)c(NC(=O)CN(C)C(=O)c2cccc(N3C(=O)CCC3=O)c2)c1 was read as PP1 counter 1.1, Fh CTSL1 inh -1.1, TPT1 inhibitor -13.2, PREPL inhibitor -0.5, Efflux pump inh -0.1, PP5 inh 0.2, GASC-1 inh 150.8, LYPLA2 counter -1.2 and core dimer inh -4.4.
`Cc1ccc(C)n1-c1cccc(N)c1` gave PP1 counter 14.8, Fh CTSL1 inh 1.6, TPT1 inhibitor 5.0, PREPL inhibitor 27.7, Efflux pump inh 0.1, PP5 inh 0.2, GASC-1 inh 8.0, LYPLA2 counter 4.6 and core dimer inh 64.2*.
For CC1(c2ccc([N+](=O)[O-])cc2)NC(=O)N(CC(=O)c2ccc3c(c2)OCO3)C1=O (stereo not given) the results were PP1 counter -2.7, Fh CTSL1 inh 5.3, TPT1 inhibitor 0.6, PREPL inhibitor 3.8, Efflux pump inh 0.1, PP5 inh -2.4, GASC-1 inh 14.9, LYPLA2 counter 21.3 and core dimer inh 2.5.
Screening CNC(=O)COC(=O)CCC(=O)c1cccs1 returned PP1 counter -0.7, Fh CTSL1 inh -34.6, TPT1 inhibitor -0.7, PREPL inhibitor 4.6, Efflux pump inh -0.1, PP5 inh -1.7, GASC-1 inh -3.0, LYPLA2 counter 4.8 and core dimer inh -1.5.
`COc1cc(OC)c(OC)cc1CNc1cc(C)ccc1OC` gave PP1 counter -4.9, Fh CTSL1 inh 2.1, TPT1 inhibitor -0.6, PREPL inhibitor 10.8, Efflux pump inh -0.5, PP5 inh 4.4, GASC-1 inh 1.9, LYPLA2 counter 6.2 and core dimer inh -10.7.
`O=C1c2ccccc2C(=O)N1CC1c2ccccc2CCN1C(=O)C1CCCCC1` (stereo not given) gave PP1 counter -0.6, Fh CTSL1 inh 6.6, TPT1 inhibitor -0.8, PREPL inhibitor 11.0, Efflux pump inh 0.2, PP5 inh 2.9, GASC-1 inh 0.6, LYPLA2 counter 5.8 and core dimer inh 9.7.
`CCOc1ccc(S(=O)(=O)Nc2cccc(N(C)S(C)(=O)=O)c2)cc1` gave PP1 counter 0.2, Fh CTSL1 inh 4.3, TPT1 inhibitor -3.8, PREPL inhibitor 16.2, Efflux pump inh 0.2, PP5 inh 0.3, GASC-1 inh -13.0, LYPLA2 counter 1.3 and core dimer inh 3.0.
Cc1ccc(S(=O)(=O)N2CCC(C(=O)N[C@@H](C)C(=O)NCCc3ccccc3)CC2)cc1 was read as PP1 counter 13.0, Fh CTSL1 inh -1.8, TPT1 inhibitor 2.6, PREPL inhibitor 0.0, Efflux pump inh -0.1, PP5 inh 0.0, GASC-1 inh -0.7, LYPLA2 counter -5.4 and core dimer inh 0.1.
COc1ccc2c(c1OC)C(=O)N1N=C(c3ccc(-c4ccccc4)cc3)CC21 (stereo not given) was read as PP1 counter 0.8, Fh CTSL1 inh -0.4, TPT1 inhibitor -1.6, PREPL inhibitor 15.9, Efflux pump inh 0.2, PP5 inh -1.3, GASC-1 inh 0.9, LYPLA2 counter -5.3 and core dimer inh 1.7.
`CCC(C(=O)Nc1c2c(nn1C(C)(C)C)CS(=O)(=O)C2)c1ccccc1` (stereo not given) gave PP1 counter -3.8, Fh CTSL1 inh -1.2, TPT1 inhibitor 0.5, PREPL inhibitor -0.5, Efflux pump inh -0.3, PP5 inh -0.3, GASC-1 inh 2.0, LYPLA2 counter -1.6 and core dimer inh -0.3.
CCOCCOc1nc2c(c(=O)n(C)c(=O)n2C)n1Cc1ccc(C)cc1 was read as PP1 counter 0.0, Fh CTSL1 inh -2.4, TPT1 inhibitor -4.8, PREPL inhibitor 5.7, Efflux pump inh 0.0, PP5 inh -1.5, GASC-1 inh -5.7, LYPLA2 counter 2.4 and core dimer inh 5.8.
Screening CN(CCNC(=O)CN1CCN(Cc2ccccc2Cl)C1=O)Cc1ccccc1 returned PP1 counter -3.6, Fh CTSL1 inh 1.2, TPT1 inhibitor 0.2, PREPL inhibitor -36.4, Efflux pump inh 0.4, PP5 inh 2.4, GASC-1 inh -0.3, LYPLA2 counter 7.1 and core dimer inh 0.1.

Assay outcomes: PubChem, several laboratories
